Screens as filed in PubChem.
S-ASM inh: blocks human secretory acid sphingomyelinase; AID 504937; Potency, µM (titrated, usually from 57.5 µM), for inactives: top-dose activity change, negative = inhibition, actives largely listed as inhibitors; placental ASM, HMU-PC fluorogenic substrate, 60 min; hit rate 0.006% among 340,000; also: potency is read from the fitted curve at half-maximal effect
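Fluorescence read-out (Ex 386 nm, Em 447 nm) after stopping the reaction at pH 10. Enzyme: ASM from human placenta; substrate HMU-PC0, 9 uM final; 60 min, 37 °C. Compound preincubation 10 min, ambient temperature.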
GALK inhibitor: inhibitors of human galactokinase. P51570. Purified GALK, Kinase-Glo residual ATP luminescence. Potency, µM (doses to about 57.5 µM), inactives show at the top dose activity change, negative = inhibition, hits mostly inhibitors. hit rate 0.007% among 270,000; also: potency is read from the fitted curve at half-maximal effect; % is scaled to controls: 0 for no effect and ±100 for the full control effect
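Galactose (100 uM) and ATP (35 uM) were turned over by 5 nM GALK for 1 h at RT. Kinase-Glo Plus then converted the remaining ATP into a luminescent signal.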
Giardia killer: kills Giardia lamblia. Giardia lamblia trophozoite viability. activity change, % at 7.66 µM, hits read low. hit rate 0.15% among 340,000. AID 540267; in the data active = activity change below about -80%; inconclusive = between about -30% and that limit;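 also: parasites exposed to compound for two days anaerobically before the ATP read; % is scaled to controls: 0 for no effect and ±100 for the full control effect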
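Anaerobic 48 hrs incubation at 37 deg C of 100 trophozoites/well with test compounds; ATPLite 1-Step luminescence, 15-30 min RT, reports cellular ATP as viability.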
Coupling enz: coupling enzyme interference in Giardia aldolase counter-screen; activity change, negative = inhibition, % at 58.2 µM, hits read low; hit rate 0.67% among 290,000; coupling enzyme system counterscreen, AmpLite Red fluorescence; in the data active = activity change below about -30%; also: % is scaled to controls: 0 for no effect and ±100 for the full control effect
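Compounds tested against the coupling enzymes alone at 57.5 uM final; readout was AmpLite Red fluorescence (525/598 nm) after 20 min at RT.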
Menin MLL FP TR: inhibitors of human menin-MLL interaction, mutant MLL peptide. hit rate 0.23% among 270,000. AID 1768. Menin + Texas Red MLL mutant peptide, fluorescence polarization. Potency, µM (series often up to 61.6 µM), without a hit: at the highest dose FP activity change, negative = inhibition, hits mostly inhibitors. O00255; active = well fitted inhibition curve with a large enough effect in the polarisation, with a control signal flat, not every such curve was filed as active; inconclusive = small, poorly fitted or top-dose-only effect, or effect the other way, or a change in a side signal; inactive = no such curve, though single readings can be large or run the other way; the % refers to the polarisation; also: potency is read from the fitted curve at half-maximal effect; % of control where 0% means no effect; many of its hits are not listed in these tables
TSG101-PTAP inh: blocks PTAP/TSG101 interaction to inhibit HIV-1 budding; Fluorescence polarization, FITC-PTAP peptide / Tsg101 binding; Potency, µM (series often up to 115 µM), inactives show top-dose activity change, negative = inhibition, hits mostly inhibitors; 340,000 tested, under 10 active; active = well fitted inhibition curve with a large enough effect in the main read-out, with a control signal flat, not every such curve was filed as active; inconclusive = small, poorly fitted or top-dose-only effect, or effect the other way, or a change in a side signal; inactive = no such curve, though single readings can be large or run the other way; also: potency is read from the fitted curve at half-maximal effect; % of control where 0% means no effect
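Tsg101 binding domain (10 uM final) was mixed with compound and a FITC-labeled PTAP peptide (50 nM final) in HEPES pH 7.5 buffer with NaCl, Tween 20, EDTA and TCEP; fluorescence polarization was read after 20 min at r.t.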
a7 integrin act: integrin-mediated muscular dystrophy alleviation activation; alpha7betagal myoblasts, beta-gal FDG fluorescence, 48 h; Potency, µM (titrated, usually from 38.3 µM), inactives show top-dose activation, usual class: activators; hit rate 0.064% among 350,000;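 also: potency is read from the fitted curve at half-maximal effect; 100% = response of the positive control SU9516; nearly all actives have a fitted effect of over 60% in size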
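alpha7betagal+/- myoblasts (passage 13, 250/well) treated 48 h at 37C with compounds at 1:260 dilution of DMSO stock. Lysed, then beta-galactosidase activity read as FDG fluorescence (ex 480/em 540) after 30 min, with pre-read for autofluorescence.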
BCR signal inh: chronic active BCR signaling inhibition; hit rate 0.05% among 340,000; AID 493014; ABC-DLBCL IkBa-CBG/CBR reporter, luminescence ratio, 4 h; Potency, µM (highest dose often 46.1 µM), without a hit: at the highest dose ratio change, negative = lower green/red ratio, hits mostly inhibitors; active = well fitted inhibition curve with a large enough effect in the signal ratio, with a control signal flat, not every such curve was filed as active; inconclusive = small, poorly fitted or top-dose-only effect, or effect the other way, or a change in a side signal; the % refers to the signal ratio;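 also: potency is read from the fitted curve at half-maximal effect; plate controls were basal doxycycline-induced cells for no effect and cells given 10 µM MG132 for full effect; MG132 reads +100%, hits lower the ratio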
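Concentration-response series (up to 46 uM) were applied to TMD8 dual-reporter cells for 4 h at 37C with doxycycline. Green/red ratio, after filter-overlap correction, defined %Activity; red signal alone was normalised to basal cells and zero luminescence.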
PKM2 act: increases activity of human pyruvate kinase M2; purified PKM2, Kinase-Glo ATP luminescence, activation; response scale: 0% is enzyme alone, no compound; Potency, µM (doses to about 57.5 µM), inactives show at the top dose activation, actives largely listed as activators; hit rate 0.34% among 260,000; AID 1631; also: potency is read from the fitted curve at half-maximal effect; % is scaled to controls: 0 for no effect and ±100 for the full control effect; nearly all actives have a fitted effect of over 55% in size
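ATP formation by purified human PK-M2, quantified via coupled luciferase luminescence after 1 h at room temperature with 0.1 mM ADP and 0.5 mM PEP final.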
Tb PFK inh: blocks T. brucei phosphofructokinase | hit rate 0.17% among 330,000 | T. brucei PFK, ADP-Glo luminescence | O15648 | Potency, µM (series often up to 57.5 µM), inactives show at the highest dose activity, negative = inhibition, usual class: inhibitors | AID 485367;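 also: potency is read from the fitted curve at half-maximal effect; 0% = uninhibited 1x PFK enzyme wells and -100% = no-enzyme wells; nearly all actives have a fitted effect of over 60% in size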
Target sequence (O15648 whole entry, looked up): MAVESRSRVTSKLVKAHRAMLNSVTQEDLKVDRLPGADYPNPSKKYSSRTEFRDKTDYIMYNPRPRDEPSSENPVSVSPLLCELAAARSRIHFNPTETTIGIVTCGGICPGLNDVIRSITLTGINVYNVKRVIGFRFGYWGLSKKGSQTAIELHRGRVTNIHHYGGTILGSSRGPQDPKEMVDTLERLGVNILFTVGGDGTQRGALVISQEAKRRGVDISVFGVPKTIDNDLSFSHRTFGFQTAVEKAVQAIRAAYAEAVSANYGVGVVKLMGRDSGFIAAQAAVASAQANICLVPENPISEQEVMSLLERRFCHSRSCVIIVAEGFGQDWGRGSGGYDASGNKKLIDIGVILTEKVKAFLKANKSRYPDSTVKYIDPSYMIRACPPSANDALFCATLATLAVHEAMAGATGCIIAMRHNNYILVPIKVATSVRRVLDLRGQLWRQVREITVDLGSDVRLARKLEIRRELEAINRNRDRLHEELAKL
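PFK 1.25 nM, F6P 0.5 mM, ATP 0.1 mM, 0.1 M TEA pH 8.0, 5 mM MgCl2, 0.01% Tween20, 0.1% BSA; 45 min RT. ADP-Glo readout. qHTS titration up to 57 uM; curves fitted, compounds curve-classed.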
B2AR arrestin: recruits beta-arrestin to the human beta2-adrenergic receptor | P07550 | beta-arrestin recruitment to beta2AR, cell-based reporter | Potency, µM (top dose mostly 46.1 µM), for the others: top-dose activation, usual class: activators | hit rate 0.02% among 330,000 | AID 492947;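 also: potency is read from the fitted curve at half-maximal effect; 0% = DMSO controls and full agonism = EC100 isoproterenol or metaproterenol; nearly all actives have a fitted effect of over 65% in size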
Target sequence (P07550 whole entry, looked up): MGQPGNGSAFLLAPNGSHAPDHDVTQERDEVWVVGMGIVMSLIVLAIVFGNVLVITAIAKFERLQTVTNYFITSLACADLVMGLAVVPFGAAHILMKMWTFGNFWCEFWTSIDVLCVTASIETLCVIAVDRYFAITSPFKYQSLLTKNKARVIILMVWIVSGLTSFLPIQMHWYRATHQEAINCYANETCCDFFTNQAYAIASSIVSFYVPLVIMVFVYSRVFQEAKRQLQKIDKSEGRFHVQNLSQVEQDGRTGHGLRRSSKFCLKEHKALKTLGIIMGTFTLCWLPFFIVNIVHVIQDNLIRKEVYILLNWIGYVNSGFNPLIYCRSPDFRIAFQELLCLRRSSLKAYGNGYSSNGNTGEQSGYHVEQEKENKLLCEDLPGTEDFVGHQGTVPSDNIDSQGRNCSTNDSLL
Numbers without * were called inactive; u = inconclusive; x = no result given; [ ] = remark or other dose. Unless noted, calls follow the shape of the dose curve; as a rule, active = well fitted curve in the direction sought with a large enough effect; inconclusive = small, poorly fitted or top-dose-only effect, or another doubt; inactive = no such curve, though single readings can be large; an effect the other way counts as inactive or inconclusive. An excerpt. The share of hits here may be higher or lower than overall.

SMILES	S-ASM inh	GALK inhibitor	Giardia killer	Coupling enz	Menin MLL FP TR	TSG101-PTAP inh	a7 integrin act	BCR signal inh	PKM2 act	Tb PFK inh	B2AR arrestin
Cc1nc(-c2ccc(F)cc2)c(CC(=O)Nc2cccc(S(=O)(=O)N3CCOCC3)c2)s1	x	x	-3	x	x	-3%	-6%	-9%	x	4%	-0.2%
O=C(CN1CCOCC1)Nc1nc(-c2ccccc2Cl)cs1	-2%	-1%	9	0	11%	0%	-4%	4%	x	10%	-1.0%
CCCc1nnc(NC(=O)c2c(O)c3cccc4c3n(c2=O)CC4)s1	-8%	-4%	-1	5	-4%	-8%	-8%	5%	-3%	8%	-0.2%
O=C(CSc1ccc2ccccc2n1)NCCCN1CCCC1=O	0%	x	1	x	x	2%	-4%	0%	x	-2%	-0.3%
O=C(NNC(=O)C1CCN(S(=O)(=O)c2ccc(Cl)cc2)CC1)c1ccccc1	5%	0%	3	1	0%	-2%	-26%	5%	-1%	u	-0.3%
Cc1ccccc1OCCCC(=O)Nc1ccc(N2CCOCC2)cc1	2%	-1%	-9	-2	1%	-4%	-31%	0%	-4%	-4%	0.0%
CCOc1ccc(-c2nc(CSCC(=O)NCCCN3CCCC3=O)c(C)o2)cc1	0%	9%	-1	3	-12%	0%	29%	-15%	x	2%	-0.1%
Cc1cc(NC(=O)CSc2nnc(-c3ccccc3)o2)no1	55%	13%	12	2	2%	-5%	0%	u	26%	0%	-0.7%
O=C1CCCc2nn(-c3ccccc3)c(-c3ccncc3)c21	1%	-1%	16	4	0%	-9%	0%	u	-8%	13%	-0.5%
COc1ccc(C(=O)NCCCn2ccnc2)cc1	1%	8%	11	0	-16%	-6%	15%	2%	3%	4%	-0.5%
O=C(Cn1ncc(Cl)c(Cl)c1=O)N1CCOCC1	2%	7%	-16	0	9%	-1%	-21%	u	-1%	2%	-0.1%
CC(=O)C[C@@H](O)CC(=O)[C@@H]1OC(=O)CCCCCCCc2ccccc21	0%	x	-1	x	x	1%	22%	2%	x	7%	-0.7%
CCCC(=O)NC(=S)Nc1ccccc1C(F)(F)F	-1%	1%	12	2	0%	-3%	0%	x	2%	x	x
c1ccc(COc2ccc(CNCc3cccnc3)cc2)cc1	-4%	-1%	13	0	-8%	-1%	0%	-2%	-4%	2%	-0.1%
CC(=O)Nc1ccc(-c2csc(NC(=O)CCCc3cccs3)n2)cc1	-9%	0%	7	0	u	-1%	1%	-3%	-19%	-2%	-0.3%
COC(=O)c1cc(NC2c3ccccc3C(=O)N2Cc2ccco2)cc(C(=O)OC)c1 (stereo not given)	20%	4%	-13	1	6%	-6%	-5%	-1%	0%	-4%	-0.1%
COc1cc(NC(=O)c2cccc(Br)c2)nc(OC)n1	3%	1%	-9	1	19%	1%	12%	1%	-9%	-5%	0.2%
O=C(NCCc1ccccc1)c1ccc(CS(=O)(=O)Cc2ccccc2F)o1	-1%	1%	-20	-1	1%	3%	-1%	13%	7%	0%	0.3%
O=C(NCCc1ccccc1)C1CCN(C2CCN(C(=O)CC3=CCCCC3)CC2)CC1	3%	-1%	-25	2	-26%	-7%	-2%	2%	0%	0%	-0.7%
COc1ccc(OC)c(NC(=O)c2cc3ccccc3cc2OC)c1	-7%	-2%	-10	0	15%	-5%	12%	-16%	0%	u	0.1%

Ordered by length of the SMILES (highest first): three of the compounds above
SMILES	S-ASM inh	GALK inhibitor	Giardia killer	Coupling enz	Menin MLL FP TR	TSG101-PTAP inh	a7 integrin act	BCR signal inh	PKM2 act	Tb PFK inh	B2AR arrestin
CC(=O)C[C@@H](O)CC(=O)[C@@H]1OC(=O)CCCCCCCc2ccccc21	0%	x	-1	x	x	1%	22%	2%	x	7%	-0.7%
COc1ccc(OC)c(NC(=O)c2cc3ccccc3cc2OC)c1	-7%	-2%	-10	0	15%	-5%	12%	-16%	0%	u	0.1%
CCCC(=O)NC(=S)Nc1ccccc1C(F)(F)F	-1%	1%	12	2	0%	-3%	0%	x	2%	x	x

Continued.
SMILES	S-ASM inh	GALK inhibitor	Giardia killer	Coupling enz	Menin MLL FP TR	TSG101-PTAP inh	a7 integrin act	BCR signal inh	PKM2 act	Tb PFK inh	B2AR arrestin
Cc1nc(NC2CCCC2)sc1C(=O)N(C)C	8%	-1%	-15	1	1%	-6%	-24%	u	-4%	2%	-0.2%
CC[N+](C)(CC)CCOC(=O)C1c2ccccc2Oc2ccccc21	2%	x	15	4	-1%[24.8 µM]	0%	x	1%	x	-1%	-0.2%
N#CC1(NC(=O)CSc2nnc(-c3ccccc3F)o2)CCCCC1	8%	x	-7	x	x	-5%	4%	-5%	x	-4%	-0.6%
COc1ccc(NC(=O)CS(=O)CC(=O)Nc2cccc3cccnc23)cc1 (stereo not given)	-4%	16%	3	0	6%	-1%	0%	1%	9%	-1%	0.5%
CC(=O)Nc1cccc(-c2cc(-c3c(Cl)cccc3Cl)no2)c1	-15%	2%	-21	-2	x	1%	-51%[inhibitor]	-1%	0%	-2%	-0.5%
O=C(CN1C(=O)NC2(CCc3ccccc32)C1=O)NCc1cccc(C(F)(F)F)c1 (stereo not given)	1%	x	1	x	x	-7%	-5%	u	x	-4%	-0.7%
Cc1cccc2sc(NC(=O)c3ccc(OCC4CCCO4)cc3)nc12 (stereo not given)	-10%	1%	0	-1	4%	3%	10%	8%	-18%	-3%	0.0%
COCc1ccc(-c2ccc3c(c2)c(C#Cc2ccsc2)c(-c2cc(OC)cc(OC)c2)n3C)cc1	266%[activator]	x	11	x	x	-2%	5%	5%	x	4%	-0.5%
COc1ccc(-c2ncncc2-c2csc(C)n2)c(O)c1OC	-1%	0%	9	-6	x	0%	-8%	-15%	5%	-2%	0.1%
CC1CN(C(=O)COC(=O)Cc2c(Cl)cccc2Cl)CC(C)O1 (stereo not given)	-1%	x	-26	x	x	5%	21%	-5%	x	-1%	-0.2%
Cc1nc(Nc2cccc(C(C)O)c2)c2nnn(Cc3ccccc3F)c2n1 (stereo not given)	-2%	11%	7	1	-12%	-1%	-4%	-17%	15%	0%	-0.2%
CCS(=O)(=O)Nc1cccc(-c2cc(-c3ccccc3)c3cc(C)ccc3n2)c1	-11%	0%	-7	-1	0%	1%	-6%	u	-20%	-10%	-0.8%
O=S(=O)(c1ccc(F)cc1)N1CCc2ccccc21	11%	-7%	-10	0	u	22%	17%	-2%	7%[11.5 µM]	2%	2.6%
CN(C)CCNC(=O)c1c(NC(=O)c2ccccc2)sc2c1CCCC2	1%	-5%	22	-1	1%	-5%	-55%[inhibitor]	u	-6%	0%	0.1%
CCCOc1ccc(N2C(=O)CC(N(CCc3ccc(OC)c(OC)c3)C(=S)Nc3ccccc3)C2=O)cc1 (stereo not given)	-7%	-1%	-5	-5	-6%	-4%	-48%[inhibitor]	u	-13%	1%	-0.5%
Cc1onc(-c2ccccc2)c1C(=O)N1CC(C)OC(C)C1 (stereo not given)	3%	3%	-10	6	0%	-2%	-7%	u	-7%	-2%	-0.1%
CCc1ccccc1NC(=O)CSc1ccsc1[N+](=O)[O-]	-2%	1%	u	0	u	-7%	-21%	4%	-4%	u	-0.2%
CCc1nnc(NC(=O)C2=NN(C3CCS(=O)(=O)C3)C(=O)CC2)s1 (stereo not given)	1%	8%	-5	5	-5%	-4%	u	6%	-3%	-7%	0.0%
CC1(C)CC(=O)C(C=Nc2ccc3cn[nH]c3c2)=C(O)C1	5%	-1%	-9	-5	-20%	-4%	-10%	u	12%	-2%	7.1%

An excerpt of these results, in CSV form.
SMILES,S-ASM inh,GALK inhibitor,Giardia killer,Coupling enz,Menin MLL FP TR,TSG101-PTAP inh,a7 integrin act,BCR signal inh,PKM2 act,Tb PFK inh,B2AR arrestin
COc1cc(NC(=O)c2cccc(Br)c2)nc(OC)n1,3%,1%,-9,1,19%,1%,12%,1%,-9%,-5%,0.2%
O=C(CN1C(=O)NC2(CCc3ccccc32)C1=O)NCc1cccc(C(F)(F)F)c1 (stereo not given),1%,x,1,x,x,-7%,-5%,u,x,-4%,-0.7%
COC(=O)c1cc(NC2c3ccccc3C(=O)N2Cc2ccco2)cc(C(=O)OC)c1 (stereo not given),20%,4%,-13,1,6%,-6%,-5%,-1%,0%,-4%,-0.1%
